# Screening data (PubChem BioAssay)
# SENP8 block-1: blocks human SENP8 cleavage of Nedd8 substrate; inhibition, % at 20 µM; recombinant SENP8, Nedd8 substrate fluorescence; 0.64% of 360,000 active; AID 602440; in the data active = inhibition mostly above about 40%, no sharp cut-off; inactive = mostly below about 27%
# Target sequence (Q96LD8 whole entry, looked up): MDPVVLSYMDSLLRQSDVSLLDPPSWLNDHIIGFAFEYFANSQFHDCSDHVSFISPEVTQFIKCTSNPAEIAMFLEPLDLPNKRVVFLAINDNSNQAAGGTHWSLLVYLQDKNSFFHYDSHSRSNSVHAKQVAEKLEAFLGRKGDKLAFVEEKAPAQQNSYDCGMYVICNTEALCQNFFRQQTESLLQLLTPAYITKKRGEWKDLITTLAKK
# SENP8 block-2: blocks the human protease SENP8. Q96LD8. purified SENP8, Z-RLRGG-aminoluciferin cleavage, luminescence. inhibition, % at 10 µM. 1.2% of 330,000 active. AID 2540; in the data active = inhibition above about 50%
# SENP7 block: SENP7 protease inhibition; Q9BQF6; recombinant SENP7, Z-RLRGG-aminoluciferin luminescence, 40 min; inhibition, % at 5 µM; 1.5% of 330,000 active;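 active = inhibition above about 50% at the single test dose, limit read from the data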;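 note: plate controls were DMSO with enzyme for no effect and no enzyme buffer wells for full effect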
# Target sequence (Q9BQF6 706-1050 limits assumed): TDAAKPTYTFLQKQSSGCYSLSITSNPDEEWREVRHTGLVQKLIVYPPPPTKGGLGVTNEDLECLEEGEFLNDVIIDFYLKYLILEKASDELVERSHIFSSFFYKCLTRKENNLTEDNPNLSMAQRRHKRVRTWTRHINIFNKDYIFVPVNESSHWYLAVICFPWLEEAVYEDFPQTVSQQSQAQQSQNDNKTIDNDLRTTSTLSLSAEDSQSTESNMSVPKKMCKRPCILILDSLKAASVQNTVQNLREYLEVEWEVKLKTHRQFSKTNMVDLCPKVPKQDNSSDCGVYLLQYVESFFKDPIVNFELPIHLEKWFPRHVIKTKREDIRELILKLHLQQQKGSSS
# A3G deaminase: inhibitors of human APOBEC3G DNA deaminase | Q9HC16 | recombinant A3G, ssDNA deamination FAM/TAMRA fluorescence | inhibition, % at 20 µM | 0.28% of 330,000 active;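 active = inhibition of at least 40% at 20 µM, with no more than 30% in the related APOBEC3A deaminase screen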;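 note: plate controls were DMSO wells with A3G for no effect and wells lacking A3G enzyme for full effect; some compounds called inactive have numbers as strong as hits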
# Target sequence (Q9HC16 whole entry, looked up): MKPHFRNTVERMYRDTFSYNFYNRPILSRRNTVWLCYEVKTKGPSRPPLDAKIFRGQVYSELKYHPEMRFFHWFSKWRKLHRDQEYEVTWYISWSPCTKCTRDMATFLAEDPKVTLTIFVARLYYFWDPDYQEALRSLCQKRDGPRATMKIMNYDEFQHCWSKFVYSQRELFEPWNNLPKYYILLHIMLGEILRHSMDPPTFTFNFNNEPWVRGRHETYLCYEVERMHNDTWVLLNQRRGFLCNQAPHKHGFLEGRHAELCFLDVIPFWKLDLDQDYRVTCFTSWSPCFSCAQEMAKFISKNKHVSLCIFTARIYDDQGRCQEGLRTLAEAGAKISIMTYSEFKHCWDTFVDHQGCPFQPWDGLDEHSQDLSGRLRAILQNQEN
# SENP6 block: inhibitors of human SENP6 protease | Q9GZR1 | 1.8% of 330,000 active | Recombinant SENP6 catalytic domain, aminoluciferin luminescence | inhibition, % at 10 µM;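 active = inhibition above about 50% at the single tested dose, limit read from the data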;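 note: plate controls were DMSO wells with enzyme for no effect and DMSO wells lacking enzyme for full effect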
# SENP1 FRET inh: SENP1 (human) catalytic domain inhibition; AID 624204; recombinant SENP1 catalytic domain, CyPet-SUMO1-YPet FRET cleavage; inhibition, % at 10 µM; Q9P0U3; 0.21% of 360,000 active;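 active = inhibition at least 30% at 10 µM, raw YFP signal under a set limit, fluorescence ratio 0.5 to 1.5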;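 note: 0% = enzyme with DMSO and 100% = no enzyme wells; some results filed as inactive read as strong as hits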
#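 System: Recombinant human SENP1 catalytic domain, His6-tagged | Incubation: Enzyme reaction for 50 min at room temperature, dark | Medium: Tris pH 8 with BME, BSA, NP40 and catalase | Also added: 25 nM SUMO1 FRET substrate | Compound: 10 µM single point, 0.5% DMSO | Measured by: FRET fluorescence in CFP and YFP emission channels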
# UBC13 inh: human UBC13 polyubiquitination inhibition | 0.47% of 330,000 active | inhibition, % at 20 µM | UBC13 polyubiquitin chain formation, TR-FRET; in the data active = inhibition above about 45%, passing the limit was not always enough
# Apaf1 inhib: human Apaf-1 inhibition | reconstituted apoptosome caspase-3 activity, DEVD-Rh110 fluorescence | AID 489030 | inhibition, % at 20 µM | O14727 | 0.71% of 330,000 active; active = inhibition of at least 40% at 20 µM;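 note: plate controls were DMSO wells for no effect and DEVD-CHO caspase inhibitor wells for full effect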
#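 Material: reconstituted apoptosome with Apaf-1, cytochrome c, caspase-9, procaspase-3, dATP / Buffer or medium: pH 7.5 Hepes buffer with CHAPS, BSA, DTT / Also added: cytochrome c with DEVD-Rh110 / Schedule: compound with Apaf-1, dATP, procaspase-3 30 min, then 50 min reaction, room temperature / Technique: rhodamine 110 fluorescence at Ex 480/Em 540 nm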
# The depositor's hits bear a star; i = inactive; nt = not tested or not shown; & = joins results of further samples.
SMILES,SENP8 block-1,SENP8 block-2,SENP7 block,A3G deaminase,SENP6 block,SENP1 FRET inh,UBC13 inh,Apaf1 inhib
CC1CCC(=NNC(=O)Cc2cccn2C)CC1 (stereo unspecified),18,-5,-8,-5,-2,0,-7,5
CC(=O)Nc1ccc(OCc2cnc(Cl)s2)cc1,1,-7,-7,-9,-27,2,9,-9
CC1C(=O)N2CCCc3cc(S(=O)(=O)N4CCN(c5cccc(Cl)c5)CC4)cc1c32 (stereo unspecified),7,1,-2,4,-13,0,-9,12
Cc1ccc2c(c1)N(S(=O)(=O)c1ccc(CN3C(=O)c4cccnc4C3=O)cc1)CCO2,13,1,-11,-5,-13,1,-6,12
CN1C/C(=N\S(=O)(=O)c2ccccc2)N(C)C1=O,5,1,10,1,6,1,-6,1
CCN(CC)S(=O)(=O)c1cc([N+](=O)[O-])ccc1N1CCC(C(N)=O)CC1,26,12,-1,-13,0,0,-8,-12
CC(C)Cc1nc2ccccc2n1CCc1ccccc1,2,-6,8,6,6,0,1,10
COc1ccc2oc(C(=O)NNC(=O)c3ccc(F)cc3)c(C)c2c1,-385,-11,1,-7,-11,-7,1,3
CCOC(=O)C1=NN(C(C)=O)C2(CC(=O)N(c3ccc(C)c(C)c3)C2=O)C1 (stereo unspecified),-3,-17,-4,-2,4,2,-13,-7
Cc1nc(Nc2ccc(S(=O)(=O)N3CCCCC3C)cc2)c2nnn(Cc3ccccc3)c2n1 (stereo unspecified),-388,-12,-6,-5,-25,2,-1,8
Cc1cc(C(F)(F)F)nn1CC(=O)N(C)C1CCCCC1,12,1,-3,-6,3,1,-2,9
O=C(CCN1C(=O)c2cccc([N+](=O)[O-])c2C1=O)NC1CCCCCC1,19,-6,-14,-1,1,2,-15,-3
OCCOCCn1c(C2CCCN2c2nc(-c3ccc(F)cc3)cs2)nc2cc(C(F)(F)F)ccc21 (stereo unspecified),8,2,7,-5,3,-2,9,17
COC(=O)c1ccc(C)c(NS(=O)(=O)c2cn(C)nc2C)c1,-1,-6,-7,-10,-13,0,12,-5
O=C(O)c1ccccc1-c1ccccc1C(=O)Nc1ccc2c(c1)CCC2,11,1,-4,-5,-6,0,-6,4

# Grouped by structure: the compounds so far with sulfur
SMILES,SENP8 block-1,SENP8 block-2,SENP7 block,A3G deaminase,SENP6 block,SENP1 FRET inh,UBC13 inh,Apaf1 inhib
CC(=O)Nc1ccc(OCc2cnc(Cl)s2)cc1,1,-7,-7,-9,-27,2,9,-9
CC1C(=O)N2CCCc3cc(S(=O)(=O)N4CCN(c5cccc(Cl)c5)CC4)cc1c32 (stereo unspecified),7,1,-2,4,-13,0,-9,12
Cc1ccc2c(c1)N(S(=O)(=O)c1ccc(CN3C(=O)c4cccnc4C3=O)cc1)CCO2,13,1,-11,-5,-13,1,-6,12
CN1C/C(=N\S(=O)(=O)c2ccccc2)N(C)C1=O,5,1,10,1,6,1,-6,1
CCN(CC)S(=O)(=O)c1cc([N+](=O)[O-])ccc1N1CCC(C(N)=O)CC1,26,12,-1,-13,0,0,-8,-12
Cc1nc(Nc2ccc(S(=O)(=O)N3CCCCC3C)cc2)c2nnn(Cc3ccccc3)c2n1 (stereo unspecified),-388,-12,-6,-5,-25,2,-1,8
OCCOCCn1c(C2CCCN2c2nc(-c3ccc(F)cc3)cs2)nc2cc(C(F)(F)F)ccc21 (stereo unspecified),8,2,7,-5,3,-2,9,17
COC(=O)c1ccc(C)c(NS(=O)(=O)c2cn(C)nc2C)c1,-1,-6,-7,-10,-13,0,12,-5

# (continued)
SMILES,SENP8 block-1,SENP8 block-2,SENP7 block,A3G deaminase,SENP6 block,SENP1 FRET inh,UBC13 inh,Apaf1 inhib
O=C(Nc1ccc(F)cc1)C1CCCN1S(=O)(=O)c1cccc2nsnc12 (stereo unspecified),30,1,11,-5,-6,3,7,-20
O=C(CCc1ccccc1)Nc1ccccc1C(F)(F)F,10,-3,11,1,-4,2,-1,0
CC1CC(C)CN(C(=O)CSC2=Nc3ccccc3C3=NC(Cc4c[nH]c5ccccc45)C(=O)N23)C1 (stereo unspecified),16,5,1,-4,7,-4,0,21
CN(C)S(=O)(=O)N1CCC(Oc2ccc(C(=O)NC3Cc4ccccc4C3)cc2)CC1,7,-2,-3,-6,3,-2,6,7
CCOC(=O)C1CCN(S(=O)(=O)c2ccc3c4c(cccc24)C(=O)N3CC)CC1,i,-3,7,2,-2,-30,18,16
O=C(Cn1[nH]c(=O)c2ccccc2c1=O)Nc1cccc(S(=O)(=O)N2CCCCCC2)c1,-4,3,-9,-3,7,0,8,13
O=C(/C=C/c1c(F)cccc1Cl)Nc1nc2ccccc2[nH]1,6,-28,69*,-7,-27,-2,17,0
O=C(CCl)N1N=C(c2cccs2)CC1c1ccco1 (stereo unspecified),-82,-2,-2,-12,6,-52,16,-11
COc1ccc(-c2csc(-c3cccs3)n2)cc1OC,-100,-1,4,0,7,-1,-5,9
CC(=O)c1cccc(N(C(=O)c2csnn2)C(C(=O)NC2CCCC2)c2ccccc2)c1 (stereo unspecified),9,-8,-9,-4,-10,0,-10,8
Cc1cc(CNC(=O)COC(=O)Cn2[nH]c(=O)c3ccccc3c2=O)cc(C)c1O,4,-9,-3,-8,-13,3,-3,6
N#Cc1ccc(OCC(=O)N/N=C/C2CC=CCC2)cc1 (stereo unspecified),8,3,3,7,-11,0,-4,1
CCc1ccc(NC(=O)CN2C(=O)C(=O)N(Cc3ccccc3)C2=O)cc1,nt,-2,4,-7,5,nt,6,-1
O=S(=O)(c1cccc(-c2cn3cccnc3n2)c1)N1CCCCCC1,-418,7,4,-7,-31,-13,10,12
COC(C[C@@H](O)C[C@H](O)[C@@H](C)OCc1ccccc1)OC,13,-9,-1,-3,-20,1,-1,3
CC12CCC3c4ccc(O)cc4CCC3C1CCC2=O (stereo unspecified),0,3,-1,-5,-5,12,11,-3
Cn1c(SCc2ccccc2)nnc1-c1c[nH]c2ccccc12,24,-4,0,4,-29,1,2,6
COc1c(Cl)cc(Cl)cc1C(=O)Nc1ccccc1N1CCN(C(C)=O)CC1,4,5,2,-6,0,0,7,-325
CCOc1cc(C(=O)OCC(=O)Nc2cc(C)on2)ccc1OCC(C)C,12,-3,7,2,2,2,-3,13
Cn1c(Cn2c(=O)sc3ccccc32)nnc1SCc1cccc(F)c1,4,-16,-9,-7,-1,0,4,14
CC(=O)NC(CSC(CC(=O)c1ccco1)c1ccc(C)cc1)C(=O)O (stereo unspecified),17,-12,-16,-10,3,2,-5,12
Cc1ccc(C(=O)c2ccc(O)cc2)cc1C,10,-8,-3,0,-29,0,8,9
Cc1cc(Cl)ccc1C(=O)C1CCCN(C(=O)c2ccsc2)C1 (stereo unspecified),10,5,-2,-8,4,0,3,1
COc1ccccc1Oc1ccc(S(=O)(=O)N2CCCCC2)cc1NC(=O)CCNC(C)=O,-3,1,4,26,-8,-1,0,11
O=C(NC1CCCCCC1)c1ccc(CS(=O)Cc2ccccc2Cl)o1 (stereo unspecified),1,6,-4,-2,22,0,-1,5
Clc1ccc(C(c2nnnn2CCc2ccccc2)N2CCSCC2)cc1 (stereo unspecified),14,-8,2,-11,10,1,-7,33
COc1ccc(OC)c(NC(=O)C2CCN(S(=O)(=O)c3cccs3)CC2)c1,7,3,7,-1,-2,-1,2,4
CCOC(=O)C1CCN(C(=O)COc2ccc(N(C)S(=O)(=O)c3ccc(C)cc3)cc2)CC1,-12,-1,-1,-3,-3,3,-2,10
CC(=O)c1cccc(S(=O)(=O)Nc2cccc(S(=O)(=O)NC3=NCCC3)c2)c1,15,-6,4,-2,9,2,-1,-2
CCOC(=O)C1CCN(C2=C(NS(=O)(=O)c3ccc(Br)cc3)C(=O)c3ccccc3C2=O)CC1,50*,16,37,4,53*,0,-87,68*
CCOc1ccc(CCNC(=O)CN2CCN(Cc3ccc(F)cc3)C2=O)cc1OCC,17,-2,10,1,-12,0,-5,-3
CCN1CCN(C(=O)CSc2nc(N)cc(N)n2)CC1,4,0,0,-2,-27,-5,-8,-1
CCCN1C=CC(=C2C(=O)c3ccccc3C2=O)C=C1,21,90*,93*,-7,95*,14,-31,3
COC(=O)C1=NNC2(c3ccc(Cl)cc3)C(=O)N(c3ccc(Cl)cc3)C(=O)C12 (stereo unspecified),7,-5,3,-3,-2,2,16,6
O=Cc1cccn1-c1ccc(O)cc1,-3,-1,5,-4,1,0,6,-3
O=C(CNC(=O)c1ccccn1)N/N=C/c1ccc2c(c1)OCO2,7,-8,-1,-4,-23,-2,-9,-12
CN1C(=O)CC(N2CCN(c3ccccc3)CC2)C1=O (stereo unspecified),3,0,-5,-3,-1,0,5,-11
COc1ccc(CNC(=O)C2CCC(CNc3c(N4CCOCC4)c(=O)c3=O)CC2)cc1 (stereo unspecified),-2&15,3,-10,-6,3,0&2,3,-2
CC(C)Cn1c(SCC(=O)c2ccc(Cl)s2)nnc1-c1ccco1,-328,-5,-5,-9,-16,-12,-11,14
Cc1ccc(S(=O)(=O)N2CCC(=O)N(C(CO)C(C)C)CC2)cc1 (stereo unspecified),14,-9,0,2,-16,1,3,-2
CC(C)n1ncc(C(N)=O)c1N,22,-5,-5,1,-6,0,2,0
COc1ccc(C(=O)CN2C(=O)NC3(CCCc4ccccc43)C2=O)cc1 (stereo unspecified),0,1,-3,3,1,1,-8,10
CCOC(=O)c1cc2cc(-c3c(C(=O)OCC)oc4cc(O)cc(O)c4c3=O)ccc2o1,29,-13,-7,-6,-17,4,0,10
COc1ccccc1S(=O)(=O)Cc1ccc(C(=O)NCC2CCCO2)o1 (stereo unspecified),6,1,3,0,-17,-1,1,-3
COc1cc(/C=C/C(=O)OCC(=O)Nc2cccc(F)c2)ccc1O,-496,-2,1,-5,-14,-57,-1,-3
CCOC(=O)c1cnc2c(Cl)cc(Cl)cc2c1NCCOCCO,-95,-5,-9,-3,1,-68,2,-5
Cc1[nH]c2ccccc2c1N=Nc1c(C)n(C)n(-c2ccccc2)c1=O,12,-9,-8,-6,-21,1,-18,10
COc1nccnc1NS(=O)(=O)c1ccc(NC(=O)c2ccccc2Br)cc1,1,-6,-11,-10,-5,0,-9,5
Cc1ccc2[nH]cc(C(=O)NCc3cccs3)c(=O)c2c1,8,-1,6,-8,-28,-2,2,5
CCOc1ccc(N/C(C)=C/C(=O)c2ccc(C)o2)cc1,18,-17,-5,-2,-4,-9,-12,13
O=C(Nc1nccs1)NC(C(F)(F)F)C(F)(F)F,27,-11,-13,-4,-14,1,-9,11
CN(C)CCNC(=O)c1onc(CSc2ccncc2)c1C(=O)NCCN(C)C,22,-1,-6,-3,-5,1,-1,5
O=C(CN(c1ccc2c(c1)OCCO2)S(=O)(=O)c1ccccc1)NCc1ccc(Cl)cc1,6,0,-4,-3,10,2,4,11
Cc1ccccc1C(=O)NC1CCN(Cc2nnnn2Cc2ccccc2)CC1,18,7,2,-6,-4,-1,-2,10
CCOC(=O)c1ccc(N(C(=O)c2ccco2)C(C(=O)NC2CCCC2)c2ccncc2)cc1 (stereo unspecified),1,-10,-4,-5,5,-3,-10,6
O=C(CSc1nc2ccccc2n1CC(=O)N1CCCCC1)N1CCCCC1,21,-4,-9,-5,-13,0,18,-21
COc1cc(NC2c3ncccc3C(=O)N2Cc2ccco2)cc(OC)c1 (stereo unspecified),7,0,0,0,-22,-1,6,6
Cc1ccc(-c2nc3ncccc3o2)cc1NC(=O)Cc1ccc(Cl)cc1,-92,-1,-1,-5,1,-1,-2,1
Cc1cc(/C=N/n2cnnc2)c(C)n1-c1ccc(C(=O)O)cc1,1,-2,0,-6,-7,1,8,-5
CC(=O)Nc1ccc(OC(=O)c2ccco2)cc1,12,-3,2,-9,-2,3,6,-10
